SMN2 splice enh: enhancers of SMN2 splice variant expression; HEK293 SMN2-luciferase splicing reporter, luminescence, 30-36 h; Potency, µM (top dose mostly 46.1 µM), inactives show at the top dose activity change, positive = activation, actives largely listed as activators; hit rate 2.8% among 210,000; also: % of control where 0% means no effect; nearly all actives have a fitted effect of over 55% in size
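qHTS luciferase splicing reporter: luminescence rises when SMN2 exon 7 is included in transfected HEK293 cells. Compound exposure lasted 30-36 h at 37C, with 4.5 mM final sodium butyrate as control, followed by a ONE-Glo read.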
KinaseGlo FLuc: Kinase-Glo luciferase inhibition (counter-screen). Potency, µM (series often up to 38.3 µM), for the others: at the highest dose activity change, negative = inhibition, usual class: inhibitors. Kinase-Glo luciferase, ATP luminescence, 8 min. Q27757. AID 1379. hit rate 0.28% among 200,000; also: % is scaled to controls: 0 for no effect and ±100 for the full control effect; nearly all actives have a fitted effect of over 60% in size
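Compound is pinned into ATP-containing buffer (10 uM ATP, imidazole pH 7.2, 7 mM MgCl2). Kinase-Glo luciferase reagent is then added. Light output is recorded following an 8-min room-temperature incubation.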
RECQ1 inh: blocks DNA unwinding by human RECQ1. hit rate 0.54% among 240,000. Potency, µM (doses to about 57.3 µM), for the others: at the highest dose activity, negative = inhibition, hits mostly inhibitors. P46063. AID 2549. RECQ1 DNA unwinding, red fluorescence kinetic read;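 also: plate controls were vehicle for no effect and no enzyme for full effect; nearly all actives have a fitted effect of over 30% in size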
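RECQ1T1 50 nM; forked duplex (20 bp + 30-nt ss tails) 200 nM, ATP 2 mM final; pH 8.0, 2 mM MgCl2, 2.5 ug/ml poly(dI-dC); 15 min compound preincubation; discontinuous kinetic read over 2 h at RT.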
ALDH1A1 inh: blocks purified human ALDH1A1 activity; AID 1030; P00352; hit rate 7.3% among 220,000; Purified ALDH1A1, NADH fluorescence, propionaldehyde substrate; Potency, µM (titrated, usually from 75.3 µM), for inactives: at the top dose activity, negative = inhibition, actives largely listed as inhibitors; active = well fitted inhibition curve with a large enough effect, not every such curve was filed as active; inconclusive = small, poorly fitted or top-dose-only effect, or another doubt; inactive = no such curve, though single readings can be large or run the other way;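 also: plate controls were no enzyme wells and a reference inhibitor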
JMJD2E inh: JMJD2E (human) inhibition. hit rate 1.6% among 230,000. Potency, µM (highest dose often 57.1 µM), for the others: top-dose activity change, negative = inhibition, most hits filed as inhibitors. JMJD2E catalytic domain, FDH-coupled NADH fluorescence (FDH is formaldehyde dehydrogenase). B2RXH2; active = well fitted inhibition curve with a large enough effect, not every such curve was filed as active; inconclusive = small, poorly fitted or top-dose-only effect, or another doubt; inactive = no such curve, though single readings can be large or run the other way;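 also: 0% = wells with enzyme and -100% = buffer wells without enzyme; nearly all actives have a fitted effect of over 50% in size; many of its hits are not listed in these tables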
Tau fibril ThT: tau fibrillization inhibition (ThT binding); recombinant tau K18 P301L, heparin-induced fibrillization, ThT fluorescence; Potency, µM (series often up to 57.4 µM), for inactives: at the highest dose activity, negative = inhibition, hits mostly inhibitors; AID 1460; hit rate 2.1% among 270,000; also: % is scaled to controls: 0 for no effect and ±100 for the full control effect; nearly all actives have a fitted effect of over 55% in size
Target sequence (P10636 561-689 P618L limits assumed): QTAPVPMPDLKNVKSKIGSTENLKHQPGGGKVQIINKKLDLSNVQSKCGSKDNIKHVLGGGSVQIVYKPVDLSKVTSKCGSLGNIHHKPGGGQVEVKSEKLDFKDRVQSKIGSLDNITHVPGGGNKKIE
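ThT emission at 510 nm, taken 1 hr after adding 30 uM dye, quantifies aggregates formed when 20 uM heparin acts on human tau K18 P301L for 6 hr at 37 C.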
LMNA splice mod: LMNA splicing modulation. HeLa LMNA splicing GFP/RFP minigene ratio, 48 h. Potency, µM (titrated, usually from 46.1 µM), for the others: top-dose ratio change, negative = inhibition, actives largely listed as inhibitors. hit rate 0.01% among 200,000. AID 1487; active = well fitted inhibition curve with a large enough effect in the signal ratio, with a control signal flat, not every such curve was filed as active; inconclusive = small, poorly fitted or top-dose-only effect, or effect the other way, or a change in a side signal; the % refers to the signal ratio; also: % is scaled to controls: 0 for no effect and ±100 for the full control effect
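S3 HeLa cells stably expressing lamin A-EGFP splicing minigene plus DsRed2, 600 cells/well, 48 h compound exposure at 37C. Laser-scanning cytometry; analysed as GFP (500-530 nm)/RFP (575-640 nm) total intensity ratio; 0.5% DMSO vehicle.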
L3MBTL1 inh: inhibitors of human L3MBTL1; AlphaScreen L3MBTL1–H3K9me1 peptide binding; Potency, µM (series often up to 57.1 µM), for the others: top-dose activity, negative = inhibition, hits mostly inhibitors; hit rate 0.66% among 230,000; also: % is scaled to controls: 0 for no effect and ±100 for the full control effect; nearly all actives have a fitted effect of over 60% in size
Target sequence (Q9Y468 whole entry, looked up): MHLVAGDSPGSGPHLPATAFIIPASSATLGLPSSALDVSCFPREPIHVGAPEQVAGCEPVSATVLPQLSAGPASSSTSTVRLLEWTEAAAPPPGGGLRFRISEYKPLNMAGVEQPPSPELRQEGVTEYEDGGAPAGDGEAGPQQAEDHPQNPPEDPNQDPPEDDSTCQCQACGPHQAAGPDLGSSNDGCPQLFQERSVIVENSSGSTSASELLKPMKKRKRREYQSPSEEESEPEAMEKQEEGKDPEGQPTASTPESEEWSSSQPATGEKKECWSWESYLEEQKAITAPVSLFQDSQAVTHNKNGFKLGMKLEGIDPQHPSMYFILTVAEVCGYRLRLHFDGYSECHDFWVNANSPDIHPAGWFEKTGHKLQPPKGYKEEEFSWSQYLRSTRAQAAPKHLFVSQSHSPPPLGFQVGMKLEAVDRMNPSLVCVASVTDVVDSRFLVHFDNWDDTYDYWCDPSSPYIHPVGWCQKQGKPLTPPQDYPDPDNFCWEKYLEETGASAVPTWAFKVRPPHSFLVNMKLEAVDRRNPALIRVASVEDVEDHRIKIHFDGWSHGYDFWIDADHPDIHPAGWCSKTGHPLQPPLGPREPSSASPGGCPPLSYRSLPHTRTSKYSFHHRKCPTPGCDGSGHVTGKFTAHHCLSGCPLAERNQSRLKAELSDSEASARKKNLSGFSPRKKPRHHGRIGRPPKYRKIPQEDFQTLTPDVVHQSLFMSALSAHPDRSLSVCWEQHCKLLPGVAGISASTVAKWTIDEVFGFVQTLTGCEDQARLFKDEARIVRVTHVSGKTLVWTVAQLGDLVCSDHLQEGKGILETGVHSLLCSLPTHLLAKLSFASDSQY
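First, the protein-peptide complex forms for 30 min at room temperature (L3MBTL1 50 nM, biotinylated H3K9me1 peptide 75 nM). Next, compounds are pin-transferred and incubated 30 min. Finally, AlphaScreen beads are added and read after 30 min.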
Numbers without * were called inactive; i = inactive; ? = inconclusive; · = no result given; & = joins results of further samples; [ ] = dose if it differs, or a comment. Unless noted, calls follow the shape of the dose curve; as a rule, active = well fitted curve in the direction sought with a large enough effect; inconclusive = small, poorly fitted or top-dose-only effect, or another doubt; inactive = no such curve, though single readings can be large; an effect the other way counts as inactive or inconclusive. Potency is read from the fitted curve at half-maximal effect. A portion of the library. The share of hits here may be higher or lower than overall.

SMILES | SMN2 splice enh | KinaseGlo FLuc | RECQ1 inh | ALDH1A1 inh | JMJD2E inh | Tau fibril ThT | LMNA splice mod | L3MBTL1 inh
COC(=O)[C@@H]1C[C@H]2CC[C@H](O)C[C@H]2N1Cc1ccc(C)s1 | -5% | -1% | -2%&-4% | -5% | -1%&11% | -12%&1% | · | ·
CCOC(=O)c1c(N)sc2c(NC(C)=O)cccc12 | 5% | 9% | i | 4% | 4% | -18% | 4% | -5%
COc1ccc(-n2c(C)nc(N)c2C(=O)c2ccccc2)cc1 | · | · | -10% | · | -6% | -8% | · | -10%
Cc1occc1C(=O)N1CCN(S(C)(=O)=O)CC1 | -5% | 0% | -5% | 20µM* | 1% | -7% | 2% | -2%
CCn1nc(C)c(/C=N\NC(=O)c2ccc3c(c2)OCO3)c1C | 19% | -5% | -9% | 4% | -2% | ? | -4% | ·
CCc1ccc(Nc2cnn(-c3nc4ccccc4s3)c(=O)c2Cl)cc1 | ? | 1% | 3% | -5% | -19% | -17% | ? | 2%
Nc1cccnc1Sc1ccc(Cl)cc1 | -22% | -4% | -16% | ? | ? | -1% | -2% | 0%
O=C(CCCN1C(=O)c2cccc3cccc(c23)C1=O)NCc1cccnc1 | -29% | -3% | -16% | ? | ? | -12% | -2%[46 µM] | ·
CCSC1=C(C#N)C(c2ccccc2Cl)CC(=O)N1 (stereo not given) | 2% | -1% | -2% | ? | 8% | 3% | 9% | 11%
CC(C)CC1c2[nH]c3ccccc3c2CCN1C(=O)CCC(=O)N(C)C (stereo not given) | · | 0% | -6% | 5% | ? | -14% | ? | -3%
Cc1ccc(C(=O)N(Nc2nc3ccccc3s2)C(=O)c2ccc(C)cc2)cc1 | -4% | 2% | -16% | -3% | 8% | 6% | -10% | 7%
COc1ccc(S(=O)(=O)N/N=C(/C)c2ccc(Cl)cc2)cc1 | 21% | -3% | i | ? | 2% | 1% | -2% | -5%
COc1cccc(NC(=O)Nc2cc(Cl)ccc2C)c1 | -2% | 1% | i | 10% | 11% | -14% | · | 4%
COc1ccccc1NC(=S)NC1CCCCCC1 | · | · | -3% | -7% | -7% | -3% | ? | 0%
CCOC(=O)c1c(NC(=O)CSc2nncn2C)sc(C)c1C | -30% | 5% | -3% | -4% | 3% | -15% | 10% | ·
O=c1c2ccc(Cl)cc2nc(-c2ccc([N+](=O)[O-])cc2)n1O | -69%[inhibitor] | 3% | -4% | -1% | ? | -18% | · | -7%
CCCCNCCOCCOc1ccc(Cl)cc1Br | -8% | 3% | -2% | -5% | ? | 3% | -9% | 6%
Nc1nnnn1/N=C/c1cc(Cl)cc(Cl)c1OCc1ccc(Cl)cc1Cl | 12% | -4% | -1% | 16% | -8% | -5% | 4% | ·
COC(=O)c1ccc(Cn2nc(C)cc2C)cc1 | 2% | -4% | -14% | 5% | 5% | -17% | 13% | ·
COc1cc(CN2CCN(Cc3ccc([N+](=O)[O-])cc3)CC2)c([N+](=O)[O-])cc1OC | -61%[inhibitor] | -3% | -6% | 35µM* | ? | -13% | · | -19%
CC(C)CCN1CC(O)=C(c2nc(-c3ccc(Cl)cc3)cs2)C1=N | ? | -2% | -10% | 5% | 11% | -14% | 14% | ·
CC(c1ccccc1)n1c(NCCCn2ccnc2)nc2c1c(=O)[nH]c(=O)n2C (stereo not given) | -3% | -2% | -19% | 11% | 6% | 3% | -7% | -3%
COc1ccc(CCNc2c(C)c(C)nc3ncnn23)cc1 | -52%[inhibitor] | 6% | -10% | 37%[activator] | 7% | -2% | 5% | 3%
Cc1ccnc(NC(=O)c2ccc3c(c2)OCO3)c1 | · | 13µM* | 6% | -11% | 4% | -18% | -4%[46 µM] | -1%
NNC(=O)CSCc1nc(-c2ccc(Cl)cc2)cs1 | · | · | -2% | 0.71µM* | 21% | -17% | ? | -4%
CCOC(=O)c1ccc(NC(=O)COc2ccc(S(=O)(=O)NC(C)(C)C)cc2)cc1 | -27% | -1% | 3% | 7% | -6% | -2% | -3% | 2%
COc1cccc(NS(=O)(=O)c2ccc3[nH]cc(C(=O)N(C)Cc4ccco4)c(=O)c3c2)c1 | ? | 3% | -16% | 2% | -2% | -4%&-11% | 0% | ·
O=C(NCc1ccco1)C(c1ccccc1)N(CC1CCCO1)C(=O)Cn1nnc2ccccc21 (stereo not given) | 7% | -3% | -11% | -3% | -7% | 11% | 0% | 27%
COc1cc(-c2nc(CN3CCN(c4ncccn4)CC3)c(C)o2)ccc1F | -13% | -1% | -5% | 0% | 2% | -4% | · | -4%
Cn1ncc2c(NNC(=O)c3ccc(O)cc3)ncnc21 | -3% | -1% | 0% | 2% | 8% | 3% | 21%[46 µM] | 2%
Fc1ccc(Nc2ncnc3sc4c(c23)CCC4)cc1F | -48%[inhibitor] | 1% | -3% | -14% | 4% | ? | -14% | 4%
COc1ccc(NC(=O)CSc2nnc(-c3cccnc3)n2C)cc1 | · | · | -1% | · | -12% | 8% | · | 11%
COc1ccc(Br)c2oc(S)cc(=O)c12 | 7% | 3% | -6% | ? | -2% | ? | -3% | 7%
Cc1ccc(S(=O)(=O)N2CCCCC2)cc1NC(=O)COC(=O)c1ccc2c(c1)OCO2 | -20% | -2% | i | ? | -8% | -4% | -13% | -7%
C/C=C/c1ccc(OCCCCOc2ccccc2C(C)=O)c(OC)c1 | -60%[inhibitor] | 3% | -4% | ? | -26% | ? | ? | 45%[activator]
CN1CCN(C(=O)C2=C[C@@H](c3coc4ccccc4c3=O)C[C@@H](OCc3ccc(CO)cc3)O2)CC1 | · | · | -1% | ? | -2% | -6% | · | 5%
CCn1c(/C=C/Nc2ccccc2)[n+](CC)c2cc(Cl)c(Cl)cc21 | -22% | -4% | -3% | 9% | -2% | 5% | -11% | 3%
CN(NC1CC(=O)N(c2ccccc2)C1=O)c1ccccc1 (stereo not given) | 24% | -1% | -2% | ? | -7% | ? | -13% | -2%
O=C(Cc1ccc(Br)cc1)N1CCN(c2ccccc2)CC1 | 15% | -1% | -1% | ? | 2% | ? | -1% | ·
COc1ccc(S(=O)(=O)N/N=c2\oc3c(OC)cccc3cc2S(=O)(=O)c2ccc(C)cc2)cc1OC | -3% | 2% | -6% | -4% | -11% | -10% | -11%[46 µM] | ·

Ordered by molecular weight (ascending): some entries from above.
SMILES | SMN2 splice enh | KinaseGlo FLuc | RECQ1 inh | ALDH1A1 inh | JMJD2E inh | Tau fibril ThT | LMNA splice mod | L3MBTL1 inh
COc1ccc(Br)c2oc(S)cc(=O)c12 | 7% | 3% | -6% | ? | -2% | ? | -3% | 7%
CN(NC1CC(=O)N(c2ccccc2)C1=O)c1ccccc1 (stereo not given) | 24% | -1% | -2% | ? | -7% | ? | -13% | -2%
Fc1ccc(Nc2ncnc3sc4c(c23)CCC4)cc1F | -48%[inhibitor] | 1% | -3% | -14% | 4% | ? | -14% | 4%
C/C=C/c1ccc(OCCCCOc2ccccc2C(C)=O)c(OC)c1 | -60%[inhibitor] | 3% | -4% | ? | -26% | ? | ? | 45%[activator]
COc1ccc(NC(=O)CSc2nnc(-c3cccnc3)n2C)cc1 | · | · | -1% | · | -12% | 8% | · | 11%
CCn1c(/C=C/Nc2ccccc2)[n+](CC)c2cc(Cl)c(Cl)cc21 | -22% | -4% | -3% | 9% | -2% | 5% | -11% | 3%
CN1CCN(C(=O)C2=C[C@@H](c3coc4ccccc4c3=O)C[C@@H](OCc3ccc(CO)cc3)O2)CC1 | · | · | -1% | ? | -2% | -6% | · | 5%
COc1ccc(S(=O)(=O)N/N=c2\oc3c(OC)cccc3cc2S(=O)(=O)c2ccc(C)cc2)cc1OC | -3% | 2% | -6% | -4% | -11% | -10% | -11%[46 µM] | ·

Continued.
SMILES | SMN2 splice enh | KinaseGlo FLuc | RECQ1 inh | ALDH1A1 inh | JMJD2E inh | Tau fibril ThT | LMNA splice mod | L3MBTL1 inh
CCOc1ccccc1C1C2CCCCC2(O)CCN1C(=O)c1cccs1 (stereo not given) | -26% | -4% | 10% | 10% | -3% | 2% | -7% | ?
CCC(=O)Nc1cccc2cccnc12 | 0% | -3% | i | 11% | 0% | -1% | 12%[46 µM] | 9%
CC(CC(=O)N1CCc2ccccc21)c1ccccc1 (stereo not given) | -18% | -1% | -15% | -13% | -3% | -20% | 14% | ·
O=C1S/C(=C/c2ccc(N3CCOCC3)o2)C(=O)N1Cc1c(F)cccc1Cl | -33%[inhibitor] | -4% | -13% | 0.13µM* | -22% | ? | 6% | ·
O=C(Nc1cc(S(=O)(=O)Nc2ccccc2Cl)ccc1O)c1sc2cc(Cl)ccc2c1Cl | 2% | -1% | i | 8% | -2% | 7% | · | 0%
CCC(C)(C)C1CCc2nc3ccccc3c(C(=O)OC(C)C(=O)Nc3c(C)n(C)n(-c4ccccc4)c3=O)c2C1 (stereo not given) | -21% | 0% | -1% | -11% | -2% | ? | ? | -4%
CC(=O)N1C(Nc2ccc(Cl)cc2)CCN1c1ccccc1 (stereo not given) | 16% | -1% | -12% | 7% | 4% | -5% | 6% | 1%
COc1ccc(CCNC(=O)c2ccc(CSc3ccccc3)o2)cc1 | 2% | 6% | -6% | 3.5µM* | -16% | ? | ? | 19%
COc1ccc(NC(=O)CSc2ncnc3c2cnn3CCc2ccccc2)cc1 | 4% | 2% | -7% | 2% | -1% | -28% | 10% | 0%
O=S(=O)(NCCc1cn2ccccc2n1)c1ccc2c(c1)OCCO2 | -14% | -4% | -5% | ? | ? | -9% | -11% | 3%
CCc1ccc(N2CC(C(=O)Nc3cccnc3)CC2=O)cc1 (stereo not given) | -5% | 16% | -4% | 2% | -14% | -6% | 5% | ·
Cc1sc(NC(=O)c2ccccc2)c(C(=O)NC(C)C)c1C | -31% | -5% | i | ? | -19% | -8% | 11% | ·
COc1ccc(OC(=O)c2ccc3nsnc3c2)cc1 | 1% | -9% | -9% | -11% | 1% | -13% | -19% | ·
CC(=O)NCCn1c(SCC(=O)NCCC2=CCCCC2)nc2ccccc2c1=O | -9% | 0% | i | -6% | -2% | -3% | 16% | 2%
